Bioassay records: PubChem, National Center for Advancing Translational Sciences (NCATS)
Epigenetic derep: regulators of epigenetic silencing causing reporter derepression in mouse cells. actives 0.2% (n = 280,000). Potency, µM (highest dose often 53.9 µM), for the others: at the top dose GFP activation, usual class: activators. murine LDR cells, GFP reporter derepression, 30 h. AID 1865; also: potency is read from the fitted curve at half-maximal effect; % of control where 0% means no effect; nearly all actives have a fitted effect of over 60% in size
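Derepression of a silenced CMV-GFP reporter in murine LDR cells is scored by enumerating GFP-positive cells with a laser-scanning microplate cytometer after 30 hours of treatment at 37 C.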
NPSR antagonist: blocks cAMP signaling of the human neuropeptide S receptor | Q6W5P4 | CHO-NPSR cells, cAMP TR-FRET, antagonist mode | Potency, µM (top dose mostly 38.3 µM), for the others: at the top dose activity change, negative = inhibition, most hits filed as inhibitors | actives 1% (n = 220,000) | AID 1461; also: potency is read from the fitted curve at half-maximal effect; % is scaled to controls: 0 for no effect and ±100 for the full control effect; nearly all actives have a fitted effect of over 50% in size; many of its hits are not listed in these tables
TRb SRC2 PPI: inhibitors of human thyroid hormone receptor beta-SRC2 interaction; TRbeta-SRC2 peptide binding, fluorescence polarization; receptor liganded with 1 µM T3; actives 0.065% (n = 280,000); Potency, µM (titrated, usually from 106 µM), without a hit: at the highest dose activity change, negative = inhibition, most hits filed as inhibitors; P10828; AID 1469;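 also: potency is read from the fitted curve at half-maximal effect; plate controls were bound peptide for no effect and peptide without receptor for full effect; nearly all actives have a fitted effect of over 50% in size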
Target sequence (P10828 whole entry, looked up): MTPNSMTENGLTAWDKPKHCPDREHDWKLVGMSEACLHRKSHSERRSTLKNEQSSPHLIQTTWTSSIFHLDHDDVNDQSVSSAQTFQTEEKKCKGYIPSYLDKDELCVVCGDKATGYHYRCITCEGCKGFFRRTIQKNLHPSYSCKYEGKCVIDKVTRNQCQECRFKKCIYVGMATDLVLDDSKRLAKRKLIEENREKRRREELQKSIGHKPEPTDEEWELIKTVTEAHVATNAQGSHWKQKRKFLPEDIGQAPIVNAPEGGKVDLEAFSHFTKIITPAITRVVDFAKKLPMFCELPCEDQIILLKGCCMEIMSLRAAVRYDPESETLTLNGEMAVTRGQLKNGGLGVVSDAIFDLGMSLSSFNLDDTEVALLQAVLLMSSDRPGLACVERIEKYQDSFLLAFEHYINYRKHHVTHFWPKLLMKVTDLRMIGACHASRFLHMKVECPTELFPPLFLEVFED
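A fluorescence polarization screen tested compounds at multiple concentrations against complex formation between 0.6 uM TRb ligand-binding domain and 20 nM Texas Red SRC2 peptide, with 1 uM T3 present; readout after 5 hr.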
CBFb-RUNX1 inh: CBF-beta/RUNX1 interaction disruption. Q01196+Q13951. AlphaScreen CBFb-His/RUNX1-biotin binding, biochemical. Potency, µM (doses to about 59.8 µM), for inactives: at the top dose activity, negative = inhibition, most hits filed as inhibitors. 230,000 tested, under 10 active; also: % of control where 0% means no effect
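CBFb-His/RUNX1-biotin, 30 nM each, preincubated 20 min RT; compound 15 min RT; Ni + streptavidin beads 50 ng each, 90 min RT; AlphaScreen read.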
aGal spleen mod: alpha-galactosidase A (human) modulation; P06280; human spleen homogenate, 4MU-alpha-Gal fluorescence, 40 min; Potency, µM (top dose mostly 80 µM), without a hit: at the highest dose activity change, negative = inhibition, hits mostly inhibitors; actives 0.008% (n = 240,000); AID 2107;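 also: potency is read from the fitted curve at half-maximal effect; 0% = enzyme with vehicle and -100% = no enzyme basal signal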
Target sequence (P06280 32-429 limits assumed): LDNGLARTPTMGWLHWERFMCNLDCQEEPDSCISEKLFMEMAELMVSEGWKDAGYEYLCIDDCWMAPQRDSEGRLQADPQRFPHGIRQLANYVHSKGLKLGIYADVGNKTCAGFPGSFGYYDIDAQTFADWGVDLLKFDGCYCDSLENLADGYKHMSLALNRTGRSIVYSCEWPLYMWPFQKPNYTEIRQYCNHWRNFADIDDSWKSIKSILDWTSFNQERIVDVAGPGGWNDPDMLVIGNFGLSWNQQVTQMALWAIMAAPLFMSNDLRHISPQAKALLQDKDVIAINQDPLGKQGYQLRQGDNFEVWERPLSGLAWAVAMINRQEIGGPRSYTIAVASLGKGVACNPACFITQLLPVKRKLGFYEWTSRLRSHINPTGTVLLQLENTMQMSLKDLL
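Fluorogenic readout (Ex 365/Em 440 nm) of 4-methylumbelliferone released from 1 mM 4-MU-alpha-galactoside by spleen homogenate, 40 min at 37C, pH 5.0. Data normalized to no-enzyme and enzyme controls; Hill-equation AC50 from compound titrations.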
Tau FP inhib: inhibitors of human tau fibril formation; P10636; K18 P301L tau heparin fibrillization, Alexa594 FP, 6 h; Potency, µM (titrated, usually from 57.7 µM), for the others: at the highest dose activity, negative = inhibition, hits mostly inhibitors; actives 0.39% (n = 280,000); AID 1468; also: potency is read from the fitted curve at half-maximal effect; % is scaled to controls: 0 for no effect and ±100 for the full control effect; nearly all actives have a fitted effect of over 55% in size
Target sequence (P10636 561-689 P618L limits assumed): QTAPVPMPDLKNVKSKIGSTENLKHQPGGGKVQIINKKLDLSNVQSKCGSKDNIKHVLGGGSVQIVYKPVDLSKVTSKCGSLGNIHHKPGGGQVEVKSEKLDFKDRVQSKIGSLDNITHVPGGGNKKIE
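Steps: dispense K18 P301L tau (15 uM plus 0.24 uM Alexa 594 tracer, final) in pH 7 sodium acetate; add compound; add heparin (20 uM final); incubate 6 hr, 37 C; add ThT (30 uM final); after 1 hr ambient, read FP.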
TexasRed fluor: alters Texas Red total fluorescence, flagging assay interference | actives 0.29% (n = 280,000) | Potency, µM (titrated, usually from 106 µM), inactives show at the highest dose fluorescence change, negative = quenching | TRb/SRC2 Texas Red total fluorescence interference | AID 1479; active = well fitted curve in either direction with a large enough effect; inconclusive = small, poorly fitted or top-dose-only effect; also: potency is read from the fitted curve at half-maximal effect; % is scaled to controls: 0 for no effect and ±100 for the full control effect
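Flags fluorescent or light-absorbing compounds by total fluorescence, S + 2P, at 555 nm excitation and 632 nm emission. Mixture: 20 nM Texas Red SRC2 peptide, 0.6 uM human TRb LBD, 1 uM T3, 5% DMSO; compound exposure 5 h at ambient temperature.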
Tau fluor counter: counter-screen for tau fibril formation inhibitors; tau K18 P301L (four-repeat tau fragment) Alexa594 fluorescence, heparin fibrillization; Potency, µM (top dose mostly 57.7 µM), for the others: at the top dose activity change, negative = decrease; actives 0.93% (n = 280,000); AID 1463; also: potency is read from the fitted curve at half-maximal effect; % is scaled to controls: 0 for no effect and ±100 for the full control effect; nearly all actives have a fitted effect of over 55% in size
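Human K18 P301L tau (15 uM unlabeled plus 0.24 uM Alexa 594-labeled, final) in 100 mM sodium acetate pH 7 was mixed with compound and 20 uM heparin and incubated 6 hr at 37 C.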
Active calls of the source: *; u = inconclusive; x = no result given; [ ] = another dose, or the depositor's remark. Unless noted, calls follow the shape of the dose curve; as a rule, active = well fitted curve in the direction sought with a large enough effect; inconclusive = small, poorly fitted or top-dose-only effect, or another doubt; inactive = no such curve, though single readings can be large; an effect the other way counts as inactive or inconclusive. A portion of the library (hit frequency here may not be typical).

nr | Molecule | Tau fluor counter | TexasRed fluor | Tau FP inhib | CBFb-RUNX1 inh | TRb SRC2 PPI | aGal spleen mod | Epigenetic derep | NPSR antagonist
1 | CCOc1cccc(NC(=O)C2CC(=O)N(c3ccc(F)cc3)C2)c1 (stereo unspecified) | -6% | -2% | -3% | 0% | 1% | -3% | -2.6% | 3%
2 | NNC(=O)C(=O)NCCCN1CCOCC1 | -7% | -1% | -3% | 9% | 7% | -6% | -4.1% | 4%
3 | S=c1[nH]nc(C2CCCCC2)o1 | 5% | -1% | 6% | 14% | -7% | -5% | -1.5% | 3%
4 | CC(=O)c1ccc(NC2=C(N3CCOCC3)C(=O)c3ccccc3C2=O)cc1 | u | 1% | -9% | -15% | 0% | 3% | -1.5% | -28%[46.1 µM]
5 | COc1ccc(-n2ccc(=O)c3c2CCCC3=O)cc1 | -1% | 7% | 0% | 7% | -12% | 12% | 2.4% | -11%[7.67 µM]
6 | CCCN1CNC(=S)N(Cc2ccccc2)C1 | 3% | -2% | 6% | 3% | 9% | 5% | 1.3% | -2%[46.1 µM]
7 | CCn1c(SCC(=O)N/N=C/c2ccc(C)o2)nnc1-c1ccccc1 | -5% | -1% | 6% | 7% | 6% | -7% | -8.6% | -26%[46.1 µM]
8 | CN(CCc1cnn(C)c1)Cc1nc(CC2CC2)no1 | -9% | -2% | -8% | -9% | -1% | 5% | 4.2% | 22%
9 | CCOC(=O)C1CCC(CN(Cc2ccccc2)S(=O)(=O)c2ccc([N+](=O)[O-])cc2)CC1 (stereo unspecified) | -19% | -1% | 12% | -13% | 1% | -1% | 0.0% | -12%[46.1 µM]
10 | O=C(Nc1ccc(N2CCN(C(=O)c3ccccc3F)CC2)cc1)c1ncn[nH]1 | -8% | -3% | 9% | -24% | -1% | -5% | -1.0% | -12%
11 | CC1(c2nnc(-c3ccccc3)o2)CC(c2ccc(F)cc2)=NO1 (stereo unspecified) | 0% | -1% | -1% | 21% | 6% | 2% | -1.9% | 6%
12 | c1ccc(-c2noc(-c3ccc4ccccc4c3)n2)nc1 | -12% | 1% | -5% | 3% | -12% | 8% | -1.0% | u
13 | CCC(=O)N1c2ccccc2NC2=C(C(=O)CC(C)(C)C2)C1c1cccnc1 (stereo unspecified) | -11% | 1% | -5% | -2% | -3% | -2% | -4.9% | -27%
14 | Cc1ccc(C)c(NC(=S)N=Nc2c(O)n(C)c3ccc(S(=O)(=O)N4CCOCC4)cc23)c1 | -30% | 2% | u | -6% | 1% | -1% | 8.9% | -14%[46.1 µM]
15 | Cc1ccccc1Nc1nc(N)nc(CSc2nnc3ccccn23)n1 | 2% | -7% | -4% | 0% | 4% | 1% | -0.1% | 9%
16 | COc1ccc2[nH]c(C)c(CCNC(=S)Nc3ccc(C)cc3)c2c1 | u | -1% | u | x | 4% | -9% | 2.1% | -25%
17 | Cc1c([N+](=O)[O-])cc(C(=O)Oc2ccc(Br)cc2C(=S)N2CCCCC2)cc1[N+](=O)[O-] | u | 0% | -2% | -2% | -4% | -5% | 4.8% | -20%[46.1 µM]
18 | Cc1ccccc1-c1nc(CN2CCC(C(=O)N3CCC(C(N)=O)CC3)CC2)c(C)o1 | -3% | 1% | -5% | 6% | 4% | 4% | 0.0% | -5%[46.1 µM]
19 | c1ccc2c(c1)OCC(CNc1ncnc3sccc13)O2 (stereo unspecified) | -21% | 0% | -5% | 5% | -10% | 22% | -1.0% | 7%
20 | COc1ccc(NC(=O)CCCn2c(=O)[nH]c3ccccc3c2=O)cc1 | -10% | 3% | 3% | 2% | 3% | -10% | -2.7% | -6%[46.1 µM]

Reformatted with one line to a screen: part of the list above.
[14] Cc1ccc(C)c(NC(=S)N=Nc2c(O)n(C)c3ccc(S(=O)(=O)N4CCOCC4)cc23)c1
[15] Cc1ccccc1Nc1nc(N)nc(CSc2nnc3ccccn23)n1
[16] COc1ccc2[nH]c(C)c(CCNC(=S)Nc3ccc(C)cc3)c2c1
[17] Cc1c([N+](=O)[O-])cc(C(=O)Oc2ccc(Br)cc2C(=S)N2CCCCC2)cc1[N+](=O)[O-]
[18] Cc1ccccc1-c1nc(CN2CCC(C(=O)N3CCC(C(N)=O)CC3)CC2)c(C)o1
[19] c1ccc2c(c1)OCC(CNc1ncnc3sccc13)O2 (stereo unspecified)
[20] COc1ccc(NC(=O)CCCn2c(=O)[nH]c3ccccc3c2=O)cc1

Assay by compound,14,15,16,17,18,19,20
Tau fluor counter,-30%,2%,u,u,-3%,-21%,-10%
TexasRed fluor,2%,-7%,-1%,0%,1%,0%,3%
Tau FP inhib,u,-4%,u,-2%,-5%,-5%,3%
CBFb-RUNX1 inh,-6%,0%,x,-2%,6%,5%,2%
TRb SRC2 PPI,1%,4%,4%,-4%,4%,-10%,3%
aGal spleen mod,-1%,1%,-9%,-5%,4%,22%,-10%
Epigenetic derep,8.9%,-0.1%,2.1%,4.8%,0.0%,-1.0%,-2.7%
NPSR antagonist,-14%[46.1 µM],9%,-25%,-20%[46.1 µM],-5%[46.1 µM],7%,-6%[46.1 µM]

Next compounds follow.
nr | Molecule | Tau fluor counter | TexasRed fluor | Tau FP inhib | CBFb-RUNX1 inh | TRb SRC2 PPI | aGal spleen mod | Epigenetic derep | NPSR antagonist
21 | Cc1ccc(NS(=O)(=O)c2ccc(-c3cc(C)no3)cc2)c(C)c1 | -30% | -1% | -12% | x | -1% | x | 0.4% | x
22 | Cc1ccc(Cn2ccc(NC(=O)c3cc4nc(-c5ccco5)cc(C(F)(F)F)n4n3)n2)cc1 | -8% | 0% | -2% | 3% | -3% | -14% | 1.9% | -4%[46.1 µM]
23 | Cc1[nH]nc2c1C(c1ccc(N(C)C)cc1)C1=C(CC(C)(C)CC1=O)N2 (stereo unspecified) | -8% | 0% | 3% | -9% | -5% | 3% | 0.1% | 4%
24 | CC(C(=O)Nc1ccc(F)c(Cl)c1)N1Cc2ccccc2C1=O (stereo unspecified) | -17% | 7% | -4% | x | -1% | x | -1.2% | x
25 | Cc1c(C(=O)O)nnn1-c1nonc1N | -1% | 0% | 7% | -3% | 4% | -1% | 0.9% | 13%
26 | CC[C@H](C)[C@H](NC(=O)[C@H](Cc1ccc(O)cc1)NC(=O)[C@H](Cc1cnc[nH]1)NC(=O)[C@H](CCCNC(=N)N)NC(=O)[C@H](CC(C)C)NC(=O)[C@H](C)NC(=O)[C@H](CO)NC(=O)[C@H](Cc1ccc(O)cc1)NC(=O)[C@H](Cc1ccc(O)cc1)NC(=O)[C@H](CCCNC(=N)N)NC(=O)[C@H](C)NC(=O)[C@H](CC(C)C)NC(=O)[C@H](CC(=O)O)NC(=O)[C@H](CCC(=O)O)NC(=O)[C@H](C)NC(=O)[C@@H]1CCCN1C(=O)[C@H](C)NC(=O)[C@H](CC(=O)O)NC(=O)[C@H](CCC(=O)O)NC(=O)CNC(=O)[C@@H]1CCCN1C(=O)[C@H](CC(N)=O)NC(=O)[C@H](CC(=O)O)NC(=O)[C@@H]1CCCN1C(=O)[C@H](CCCCN)NC(=O)[C@H](CO)NC(=O)[C@@H]1CCCN1C(=O)[C@@H](N)Cc1ccc(O)cc1)C(=O)N[C@@H](CC(N)=O)C(=O)N[C@@H](CC(C)C)C(=O)N[C@@H](CC(C)C)C(=O)N[C@H](C(=O)N[C@@H](CCCNC(=N)N)C(=O)N1CCC[C@H]1C(=O)N[C@@H](CCCNC(=N)N)C(=O)N[C@@H](Cc1ccc(O)cc1)C(N)=O)[C@@H](C)O | x | -2% | x | 26% | 10% | 5% | x | x
27 | Cc1c(C(=O)N(Cc2ccccc2)Cc2cccnc2)cnn1-c1ccc(F)cc1 | -4% | 3% | -6% | 6% | 6% | 3% | -2.7% | -5%
28 | Nc1ccc(Cl)cc1C(=O)OCC(=O)NC1CCS(=O)(=O)C1 (stereo unspecified) | -21% | 2% | -15% | 4% | 0% | u | 0.0% | 20%[7.67 µM]
29 | CC(C)c1ccccc1OCC(=O)NCC(c1cccs1)N1CCOCC1 (stereo unspecified) | -7% | -2% | 1% | 17% | 8% | 0% | -0.2% | -27%[46.1 µM]
30 | Cc1ccc(CNC(=O)C2CC2c2ccccc2)cc1 (stereo unspecified) | 3% | 0% | 0% | 7% | -8% | 9% | -0.2% | 7%
31 | COc1ccc(/C=C2\CCn3c2nc2cc(C(=O)O)ccc2c3=O)cc1O | -6% | 0.32µM*[quencher] | 7% | -6% | u | 1% | 0.0% | -28%[46.1 µM]
32 | CCn1cc(C(=O)N/N=C(/C)c2ccc(F)cc2)c(=O)c2cc(F)c(N3CCCC3)cc21 | 5% | 1% | 0% | -3% | -8% | -1% | 0.0% | -6%[46.1 µM]
33 | CN(/C=C1/C(=O)CNC1=O)CCO | -12% | -2% | -2% | 9% | 7% | -14% | -5.9% | 23%
34 | Nc1cnc(Br)cc1Br | 2% | 5% | 1% | 3% | 2% | -1% | 0.2% | 18%
35 | COc1ccc(-c2nnn3c2nc(N2CCCC(C)C2)c2ccccc23)cc1 (stereo unspecified) | u | -2% | 0% | x | 3% | x | -3.7% | x
36 | CCCCOc1ccc(C(=O)N/C(=C\c2cccc([N+](=O)[O-])c2)C(=O)OC(C)C)cc1 | -16% | -7% | -5% | 0% | -7% | -2% | 3.2% | -16%[46.1 µM]
37 | Cc1cc(C(=O)COC(=O)c2ccco2)c(C)n1Cc1ccco1 | -13% | -2% | -8% | -17% | -4% | 3% | 3.9% | -1%
38 | O=C(O)c1ccccc1C(=O)NNc1cccc(Cl)n1 | -2% | -2% | 7% | 1% | 0% | -7% | -2.1% | 12%
39 | CCOC(=O)N1CCN(S(=O)(=O)c2ccc(C(=O)NNc3nc4cc(C)cc(C)c4s3)cc2)CC1 | u | 0% | u | -4%[2.36 µM] | 10% | -9% | 8.8% | 0%
40 | COc1cc(CO)c(Br)cc1OCC(N)=O | 6% | -1% | 3% | 3% | 4% | -14% | -1.3% | 8%
41 | Cc1ccc(-n2c(=O)[nH]c3sc4c(c3c2=O)CCNC4)cc1C | -13% | -1% | u | x | -5% | x | -1.3% | x
42 | C=CCN1CC(C)/C(=N\O)CC1C (stereo unspecified) | 5% | -1% | u | 12% | 7% | 4% | 7.7% | 14%
